# NIH3T3 tox: kills NIH 3T3 cells. NIH 3T3 viability, CellTiter-Glo ATP luminescence, 48-72 h. 94,000 tested, 4.3% active. Potency, µM (series often up to 96.7 µM), inactives show top-dose activity change, negative = cytotoxicity, most hits filed as inhibitors; note: potency is the fitted concentration of half-maximal effect; nearly all actives have a fitted effect of over 55% in size
#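 Cells were seeded at 400 per well, treated with pin-transferred compound, and kept 48 or 72 hr at 37 °C before CellTiter-Glo addition and luminescence imaging of cellular ATP.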
# GPT2 inh: GPT2 alanine aminotransferase inhibition; Recombinant GPT2, coupled pyruvate oxidase/HRP Amplex Red fluorescence; Potency, µM (highest dose often 57.7 µM), for inactives: at the highest dose activity change, negative = inhibition, usual class: inhibitors; 100,000 tested, 0.25% active; note: potency is the fitted concentration of half-maximal effect; nearly all actives have a fitted effect of over 60% in size; many of its hits are not listed in these tables
# Target sequence (Q8TD30 whole entry, looked up): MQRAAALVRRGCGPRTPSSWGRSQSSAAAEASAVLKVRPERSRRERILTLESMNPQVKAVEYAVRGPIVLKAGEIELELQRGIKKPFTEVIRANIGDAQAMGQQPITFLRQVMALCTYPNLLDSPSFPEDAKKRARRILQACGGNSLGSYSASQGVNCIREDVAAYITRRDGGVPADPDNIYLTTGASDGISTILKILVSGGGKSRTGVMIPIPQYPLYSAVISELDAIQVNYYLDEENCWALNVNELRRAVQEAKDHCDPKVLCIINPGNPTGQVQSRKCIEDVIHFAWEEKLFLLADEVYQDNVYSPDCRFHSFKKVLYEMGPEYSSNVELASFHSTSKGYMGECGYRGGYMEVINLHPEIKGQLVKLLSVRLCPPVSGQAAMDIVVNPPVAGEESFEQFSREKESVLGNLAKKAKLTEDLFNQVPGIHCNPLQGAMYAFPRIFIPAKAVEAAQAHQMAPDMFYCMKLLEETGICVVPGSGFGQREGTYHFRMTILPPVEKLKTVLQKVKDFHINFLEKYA
#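 GPT2 10ng/uL, a-KG 250uM, L-Ala 2mM, HEPES pH7.5 + 0.0001% Tween; 30 min RT. Then Amplex mix (PO/HRP/ThPP), 30 min RT dark, fluorescence. AOA 50uM used as positive control.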
# HEK293 tox: kills HEK 293 cells | HEK 293 viability, ATP luminescence (CellTiter-Glo), 48-72 h | Potency, µM (top dose mostly 115 µM), inactives show at the highest dose activity change, negative = cytotoxicity, actives largely listed as inhibitors | 94,000 tested, 6.6% active | AID 1345083; note: potency is the fitted concentration of half-maximal effect; nearly all actives have a fitted effect of over 60% in size
#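 250 HEK 293 cells/well; compound by pintool; incubated 48 or 72 hr at 37 degree Celsius; CellTiter-Glo added, 10 min RT, luminescence imaged.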
# SNCA viab count: reduces viability of HEK-293 SNCA reporter cells. 150,000 tested, 0.12% active. Potency, µM (highest dose often 57.1 µM), for inactives: top-dose activity change, negative = cytotoxicity, hits mostly cytotoxic. HEK-293-SNCA-luc viability, GF-AFC fluorescence, 24 h;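 note: potency is the fitted concentration of half-maximal effect; 0% = DMSO-treated cells and -100% = medium-only wells without cells; nearly all actives have a fitted effect of over 30% in size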
#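 Cytotoxicity counterscreen: after 24 h compound treatment of genome-edited SNCA-luciferase HEK-293 cells, live-cell protease substrate GF-AFC read by fluorescence after 30 min; activity scaled between DMSO (0%) and medium-only (-100%), curves Hill-fitted.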
# SNCA expr inhib: reduces expression of the alpha-synuclein gene | HEK-293 SNCA-luciferase knock-in, luminescence, 24 h | Potency, µM (doses to about 57.2 µM), without a hit: top-dose activity change, negative = inhibition, hits mostly inhibitors | 140,000 tested, 0.17% active | AID 1671194;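 note: potency is the fitted concentration of half-maximal effect; plate controls were DMSO cells for no effect and cell-free wells for full effect; nearly all actives have a fitted effect of over 45% in size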
# Luciferase inh: Photinus pyralis luciferase inhibition; Potency, µM (highest dose often 115 µM), inactives show at the top dose activity change, negative = inhibition, usual class: inhibitors; P08659; 76,000 tested, 2.5% active; purified P. pyralis luciferase, luminescence, biochemical; note: potency is the fitted concentration of half-maximal effect; nearly all actives have a fitted effect of over 65% in size
# Target sequence (P08659 whole entry, looked up): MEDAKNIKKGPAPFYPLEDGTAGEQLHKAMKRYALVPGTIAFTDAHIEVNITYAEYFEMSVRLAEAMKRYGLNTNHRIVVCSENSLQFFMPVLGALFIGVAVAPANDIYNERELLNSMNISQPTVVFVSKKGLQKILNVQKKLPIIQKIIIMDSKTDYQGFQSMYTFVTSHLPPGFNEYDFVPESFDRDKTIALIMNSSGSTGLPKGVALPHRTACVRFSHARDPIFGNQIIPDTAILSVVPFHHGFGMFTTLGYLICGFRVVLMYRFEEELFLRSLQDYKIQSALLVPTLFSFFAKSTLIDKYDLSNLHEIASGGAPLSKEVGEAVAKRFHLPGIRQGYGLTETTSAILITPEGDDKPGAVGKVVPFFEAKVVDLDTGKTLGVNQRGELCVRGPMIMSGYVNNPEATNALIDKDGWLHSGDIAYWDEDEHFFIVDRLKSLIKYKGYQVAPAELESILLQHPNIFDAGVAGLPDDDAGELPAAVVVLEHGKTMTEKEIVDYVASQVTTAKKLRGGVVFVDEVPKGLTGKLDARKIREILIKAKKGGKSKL
#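 Luminescence read by CCD imaging after purified firefly luciferase (10nM final) was added to substrate buffer holding 10uM D-luciferin and 10uM ATP, pH 7.5, pre-dosed with compound.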
# IP6K1 inhibitor: inhibitors of human IP6K1. 140,000 tested, 0.81% active. activity change, % (series mostly up to about 58 µM). Q92551. IP6K1 kinase, ADP-Glo luminescence, 2 h; active compounds read low; in the data active = activity change below about -25%
#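 ADP-Glo luminescence measures ADP made by human IP6K1 during a 2 h RT reaction with ATP/IP6 (mix at 1.3 mM/130 uM); top library doses 57.5 and 19.1 uM final.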
# Numbers without * were called inactive; i = inactive; u = inconclusive; x = not tested or not shown; & = joins results of further samples; [ ] = another dose, or the depositor's remark. Unless noted, calls come from the whole dose curve; as a rule, active = well fitted curve in the direction sought with a large enough effect; inconclusive = small, poorly fitted or top-dose-only effect, or another doubt; inactive = no such curve, though single readings can be large; an effect the other way counts as inactive or inconclusive. Unless noted, % is set by controls: 0 for no effect and ±100 for the full control effect. The list is partial (hit frequency here may not be typical).
SMILES,NIH3T3 tox,GPT2 inh,HEK293 tox,SNCA viab count,SNCA expr inhib,Luciferase inh,IP6K1 inhibitor
Cc1noc([C@@H]2CN(C(=O)c3ccc(C(C)C)cc3)C[C@H]2CO)n1,-6%,u,2%,-2%,14%,4%,6
COCCNc1ncc(-c2ccc([S+](C)(=O)[O-])cc2)c2c1OCC2,u,i,-17%[172 µM],5%[87.6 µM],3%[87.6 µM],-18%[172 µM],2
Cc1ccc(C)c(N2CCN(S(=O)(=O)c3ccc4[nH]c5c(c4c3)CCCC5)CC2)c1,x,x,x,-2%,u,x,7
COc1c(C)c(OCC(O)C(C)(C)O)cc2c1COC2=O (stereo not given),x,u,x,-7%,x,x,-7
COc1ccc(-n2cccn2)c(C2CC(=O)Nc3c2c(C(C)C)nn3C)c1 (stereo not given),u,i,-1%,-15%,39%[activator],10%,-6
CCc1ccc(S(=O)(=O)c2nnn3c2nc(Nc2cc(OC)cc(OC)c2)c2cc(Cl)ccc23)cc1,x,x,x,0%,-1%,x,-1
COc1ccc(CN2CCN(C(=O)CCNC(=O)c3ccc(C(C)(C)C)cc3)CC2)cc1,x,-4%,x,-13%,x,x,5
CN(C)C(=O)c1cccnc1OC1CCN(S(=O)(=O)c2ccc3c(c2)CCCC3)C1 (stereo not given),u,u,u,13%,2%,5%,20
CN(CC1CCOCC1)C(=O)Cc1ccsc1,i,i,10%,3%,18%,-2%,24
Cn1ncc2c(C(=O)NCc3cccs3)cc(-c3ccc(Cl)cc3)nc21,u,i,u,-5%,-17%,x,18
O=C(c1ccco1)n1nc(-c2ccc(Cl)cc2)nc1NCc1ccc(F)cc1,x,x,x,11%,47%[activator],x,9
NS(=O)(=O)c1cc2c(cc1Cl)NC(C1CC3C=CC1C3)NS2(=O)=O (stereo not given),x,-1%&4%,x,1%,14%,x,-2
CC(=O)N(Cc1cccnc1)c1nc2c(F)cc(F)cc2s1,x,x,x,-3%,15%,x,5
O=C(Nc1nc2n(n1)C(c1ccccc1)C=C(c1ccccc1)N2)c1ccccc1 (stereo not given),x,x,x,u,39%[activator],x,-22
O=C1NC(=O)C(c2cn(-c3ccccc3)nc2-c2ccc(F)cc2)N1 (stereo not given),x,-1%,x,-9%,x,x,8
CCCN(CCC)CCCNC(=O)c1cnn(-c2ccc(F)cc2)c1-n1cccc1,x,x,x,-9%,-1%,x,28
CCOC(=O)c1[nH]c(C)c(CCC(=O)NCc2ccc(N(C)C)cc2)c1C,x,x,x,17%,54%[activator],x,19
COc1cccc(NC(=O)C2CCN(S(=O)(=O)c3ccc4[nH]c5c(c4c3)CCCCC5)CC2)c1,x,x,x,-29%,u,x,20
Cn1ncc2c(C(=O)N3CCN(Cc4ccccc4)CC3)cc(-c3ccc(Cl)nc3)nc21,u,u,u,-9%,6%,x,-4
Cc1cc(=O)n(CC(=O)Nc2cccc(C(F)(F)F)c2)c(N2CCC(C)CC2)n1,22µM*,-14%,35µM*,-10%,u,-7%,6
O=C(C1CCN(S(=O)(=O)Cc2ccccc2)CC1)N1CCN(c2ccc(F)cc2)CC1,x,x,x,7%,-20%,x,-1
Cc1cc(C)cc(Nc2nc3ccccc3n3cnnc23)c1,x,x,x,-2%,-4%,x,0
Cc1cccc(NC(=O)Cn2ccn3nc(-c4ccccc4)c(CO)c3c2=O)c1,-15%,-9%,-27%,-6%,0%,7%,6
O=C1CCCN1CCCN1C(=O)[C@H]2CNC[C@H]2C1=O,-1%,i,4%,18%,7%,-4%,8
O=C1COc2ccc(-c3cc(-c4ccc(Cl)cc4)c4c(n3)-c3ccccc3OC4)cc2N1,x,x,x,-12%,u,x,-9

# (continued)
SMILES,NIH3T3 tox,GPT2 inh,HEK293 tox,SNCA viab count,SNCA expr inhib,Luciferase inh,IP6K1 inhibitor
Cn1ncc2c(C(=O)NC3CCOC3)cc(-c3ccccc3C(F)(F)F)nc21 (stereo not given),u,x,-7%,x,x,x,0
Cc1ccc(NC(=O)Cn2c(=O)n(CCC(=O)NCc3ccccc3Cl)c(=O)c3ccccc32)cc1,x,x,x,-20%,u,x,3
N#Cc1ccc(C(=O)N2CCN(c3cc(-c4ccc(Cl)cc4)[nH]n3)CC2)cc1,u,i,u,11%,-21%,-6%,-7
CC(C)(C)c1ccc(-c2cc(C[C@H]3CNCC[C@H]3CC(=O)N3CCCCC3)no2)cc1,35µM*,i,u,u,u,7%[172 µM],5
CN1c2cc(C(=O)N3CCN(c4ccc(Cl)cc4)CC3)ccc2C(=O)N2CCCCC21 (stereo not given),-28%,i,u,-4%[12.5 µM],-22%,-3%,-10
CCn1c(=O)c2c(cc(C)n2C)n(CC(=O)Nc2cc(OC)cc(OC)c2)c1=O,i,4%,3%,-9%,2%,9%,8
CC1CCN(S(=O)(=O)c2ccc3c(ccc(=O)n3CC(=O)NCc3ccccc3Cl)c2)CC1,x,x,x,0%,33%[activator],x,-2
CN1[C@@H](CCC(=O)NCc2ccc(F)cc2)CNC(=O)[C@@H]2[C@H]1CCN2Cc1cccc(Cl)c1,u,i,u,1%,-18%,-2%,7
O=C(NCCc1csc(-c2ccc(F)cc2)n1)c1c(F)cccc1Cl,x,x,x,4%,14%,x,20
O=C(c1ccc(Cl)cc1)N1CCC(c2nc3ccccc3o2)CC1,x,x,x,8%,5%,x,13
Cc1ccc(N(C)S(=O)(=O)c2c(-c3ccccc3)csc2C(=O)O)cc1,x,x,x,2%,48%[activator],x,-24
CCN1CCC2(CCC1=O)CN(c1ncnc3c1CCC3)CCN2C (stereo not given),-1%,1%,4%,3%,-2%,-6%,-9
COC(=O)[C@@H]1C[C@H](NC(=O)CCCc2cccs2)CN1C,1%,2%,-16%,-8%,8%,-12%,3
COc1ccc(-c2nc(C3CC(=O)N(c4ccc(C)cc4)C3)no2)c(OC)c1 (stereo not given),u,3%,u,-8%,u,-13%,0
COc1ccc(OC)c(NC(=O)c2cc3c(n(-c4ccc(Cl)cc4)c2=O)CC(C)(C)CC3=O)c1,x,x,x,2%,u,x,3
Cc1ccc(/C=C/c2onc(C)c2S(=O)(=O)N2CCC(C(=O)N3CCN(c4ccccc4F)CC3)CC2)cc1,x,x,x,18%,24%,x,39
CCn1ncnc1C(C)NC(=O)Cn1nc(-c2ccccc2)n(CC)c1=O (stereo not given),-6%,i[11.5 µM],0%,1%,8%,9%,4
COCCNC(=O)[C@@H]1C[C@H](Oc2ccccc2)CN1C(=O)C1CCC1,i,-13%,i,-17%,-11%,4%,-1
CC(=O)c1ccc(NC(=O)O[C@@H]2CO[C@H]3[C@@H]2OC[C@@H]3n2nnnc2-c2ccc(-c3ccccc3)cc2)cc1,0%,3%,-3%,9%,0%,1%,-4
Cc1ccc2c(=O)cc(C(=O)Nc3ccc(S(=O)(=O)N4CCCCC4)cc3)oc2c1C,x,x,x,12%,-17%,x,20
Cc1nn(Cc2ccccc2)c(C)c1[C@@H]1C=C[C@@H](NS(=O)(=O)c2cccs2)C1,u,5%[88.5 µM],u,-4%[87.6 µM],-5%[87.6 µM],-16%[172 µM],7
CC1=CC[C@@]2(C)CC[C@@](O)(C(C)C)[C@@H]2[C@@H](O)C1,x,u,x,-8%,x,x,33
Fc1ccc(F)c(Nc2c3c(nc4ccc(Cl)cc24)CCC3)c1,x,x,x,-23%,-13%,x,-8
COc1ccc(NC(=O)C2=C(C)Nc3c(C(=O)Nc4ccc(C)cc4)cnn3C2c2cccc(Cl)c2)cc1 (stereo not given),x,x,x,16%,19%,x,-1
COc1ccc(-c2cnc3[nH]cc(CC(=O)N4CCOCC4)c3c2)cn1,25µM*,u,u,-5%[87.6 µM],43%[activator][87.6 µM],u,-12

# Not a retest: an excerpt of the list.
SMILES,NIH3T3 tox,GPT2 inh,HEK293 tox,SNCA viab count,SNCA expr inhib,Luciferase inh,IP6K1 inhibitor
Cn1ncc2c(C(=O)NC3CCOC3)cc(-c3ccccc3C(F)(F)F)nc21 (stereo not given),u,x,-7%,x,x,x,0
Cc1ccc(NC(=O)Cn2c(=O)n(CCC(=O)NCc3ccccc3Cl)c(=O)c3ccccc32)cc1,x,x,x,-20%,u,x,3
N#Cc1ccc(C(=O)N2CCN(c3cc(-c4ccc(Cl)cc4)[nH]n3)CC2)cc1,u,i,u,11%,-21%,-6%,-7
CC(C)(C)c1ccc(-c2cc(C[C@H]3CNCC[C@H]3CC(=O)N3CCCCC3)no2)cc1,35µM*,i,u,u,u,7%[172 µM],5
CN1c2cc(C(=O)N3CCN(c4ccc(Cl)cc4)CC3)ccc2C(=O)N2CCCCC21 (stereo not given),-28%,i,u,-4%[12.5 µM],-22%,-3%,-10

# The list goes on.
SMILES,NIH3T3 tox,GPT2 inh,HEK293 tox,SNCA viab count,SNCA expr inhib,Luciferase inh,IP6K1 inhibitor
COc1cccc(NC(=O)c2oc3ccccc3c2NC(=O)COc2ccccc2C)c1,x,x,x,5%,84%[activator],x,6
CCCN1C(C(=O)c2ccccc2)=C(OC(=O)C(C)(C)C)c2ccccc2S1(=O)=O,x,x,x,u,u,x,7
CN1CCN(C(=O)c2ccc3oc(-c4ccncc4)nc3c2)CC1,-12%[138 µM],-7%[88.5 µM],1%[172 µM],12%[87.6 µM],-17%[87.6 µM],x,5
COc1ccc(-c2cn3c(n2)sc2cc(C(=O)NCCCc4ccccc4)ccc23)cc1,x,x,x,0%,91%[activator],x,-14
O=C(Nc1cccc(C(F)(F)F)c1)O[C@@H]1CO[C@H]2[C@@H]1OC[C@@H]2n1nnnc1SC1CCCC1,40µM*,-5%,u,u,u,-2%,-3
COc1ccc(C(C(=O)O)N2CCN(Cc3csc(C)n3)CC2)c(C)c1 (stereo not given),-11%,-1%,3%,-1%,0%,-4%,9
O=C(NCCC1CCN(C(=O)Nc2ccc(F)cc2)CC1)c1ccccn1,-23%,i,-15%,3%,u,-6%,-2
CCOC(=O)c1c(C)[nH]c(C)c1S(=O)(=O)N1CCCC(C(=O)N2CCN(c3cccc(C)c3C)CC2)C1 (stereo not given),x,x,x,-8%,-32%,x,-21
Cc1ncoc1C(=O)N1CCC2(CCCN(C3CCOCC3)C2=O)C1 (stereo not given),-3%,-18%,-9%,-6%,-6%,8%,7
COc1ccc(-c2noc(-c3cccn3CC(=O)Nc3ccc(C)cc3C)n2)cc1F,-8%,i,-2%,-2%,22%,-7%,-3
C#CCNC(=O)c1cn2cc(-c3ccc(OC)cc3)sc2n1,-26%[138 µM],i,-17%[172 µM],-10%[87.6 µM],82%[activator][87.6 µM],x,4
COc1cc(C(=O)Nc2nonc2-c2ccc(C)c(C)c2)cc(OC)c1OC,x,x,x,5%,-2%,x,10
COC(=O)c1cc2sc(Cl)cc2n1CC(=O)Nc1cc(C)cc(C)c1,x,x,x,-1%,2%,x,-10
NCCc1n[nH]c(=O)n1-c1ccc(Cl)cc1,-6%,i,0%,-1%,8%,-5%,-1
COc1ccc(-c2nc3cc(C(=O)N4CCOCC4)ccc3o2)cn1,-23%,-14%,0%,0%,55%[activator],x,3
COc1ccccc1NC(=O)CSC1=Nc2ccccc2C2=NC(CCC(=O)NCCc3ccccc3)C(=O)N12 (stereo not given),x,x,x,0%,15%,x,-17

# Screens (PubChem BioAssay)
